# Source: PubChem BioAssay (several laboratories)
# L major viab – Leishmania major promastigote growth inhibition | Leishmania major promastigotes, resazurin fluorescence viability | actives 9% (n = 200,000) | inhibition, % at 10 µM; in the data active means inhibition above about 50%;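 further: promastigotes grown with compound for 44 hours at 28 °C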
# TNAP act hiacc – activators of human TNAP at high phosphate acceptor concentration. activation factor at 20 µM. purified TNAP, CDP-star luminescence, 1 M DEA, 30 min; hits give high values; 0 = EDTA background, 1 = DMSO-only activity. 200,000 tested, under 10 active;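 active means activation factor at least 2 at 20 µM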
# Target sequence (P05186 whole entry, looked up): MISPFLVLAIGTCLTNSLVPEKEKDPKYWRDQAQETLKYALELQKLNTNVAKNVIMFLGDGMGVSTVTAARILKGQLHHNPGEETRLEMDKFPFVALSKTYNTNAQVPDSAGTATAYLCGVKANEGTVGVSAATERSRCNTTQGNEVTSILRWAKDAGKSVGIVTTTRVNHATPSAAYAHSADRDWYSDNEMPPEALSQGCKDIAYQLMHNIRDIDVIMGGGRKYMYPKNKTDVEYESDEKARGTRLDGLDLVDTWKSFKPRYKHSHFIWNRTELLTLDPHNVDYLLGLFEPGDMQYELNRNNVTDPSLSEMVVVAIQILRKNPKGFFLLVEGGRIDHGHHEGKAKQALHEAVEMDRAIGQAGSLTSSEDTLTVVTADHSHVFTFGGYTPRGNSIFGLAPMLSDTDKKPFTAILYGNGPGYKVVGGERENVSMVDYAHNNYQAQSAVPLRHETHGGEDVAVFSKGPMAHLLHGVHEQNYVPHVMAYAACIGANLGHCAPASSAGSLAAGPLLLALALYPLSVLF
#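 Test system – human TNAP · Doses – 20 µM single point · Incubation – 30 min, room temperature · Signal – luminescent substrate turnover signal · Read-out basis – activation factor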
# bIAP inhibitor – intestinal alkaline phosphatase (bovine) inhibition; purified bovine IAP, CDP-star luminescence, 30 min; inhibition, % at 20 µM; 190,000 tested, under 10 active;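 active means over 50% inhibition of intestinal alkaline phosphatase at 20 µM in the single-dose screen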
#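 System: Purified bovine intestinal alkaline phosphatase (IAP) enzyme | Input: IAP diluted 1/65,000,000 in the well | Also added: CDP-star chemiluminescent phosphatase substrate, 30 µM final | Dosing: 20 µM single dose | Times: Enzyme reaction for 30 min at room temperature | Detection: Luminescence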
# TNAP inh noacc – blocks human TNAP activity with no phosphate acceptor present | purified TNAP, CDP-star luminescence, 30 min | AID 1012 | inhibition, % at 20 µM | actives 0.26% (n = 200,000);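 active means tissue-nonspecific alkaline phosphatase inhibition above about 50% at 20 µM in the single-dose screen, limit read from the data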;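 further: 0% = DMSO negative control and 100% = EDTA positive control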
# Diaphorase act – activates diaphorase or chemically reduces, flagging diaphorase assay artifacts. Diaphorase/resazurin coupled assay, resorufin fluorescence, 16 min; hits give high values; 1 = vehicle wells, 0 = NADH-free wells. activation factor at 20 µM. actives 0.005% (n = 190,000);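 active means diaphorase activity raised at least twofold by the compound at 20 µM; inactive means activation factor below 2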
#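 test system = bacterial diaphorase enzyme (C. kluyveri) | quantity = enzyme 0.07 U/mL final | reagent = NADH substrate 0.114 mM plus resazurin dye 0.1 mM, final | incubation = 16 min enzyme reaction, ambient temperature | buffer or medium = HEPES pH 7.4 buffer with MgCl2 and Tween 20 | signal = fluorescence of resorufin, 544 nm excitation, 590 nm emission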
# Diaph inh CS – diaphorase inhibition or chemical oxidation counter-screen; diaphorase resazurin-to-resorufin fluorescence, NADH, 16 min; bacterial (C. kluyveri) enzyme, not human; inhibition, % at 20 µM; actives 0.69% (n = 190,000); AID 1217;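 active means primary screen inhibition at 20 µM above a set limit, cut at about 50% in these data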;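 further: plate controls were DMSO with full reaction for no effect and wells lacking NADH for full effect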
#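 Test system: bacterial diaphorase enzyme (C. kluyveri); Quantity: 0.14 U/mL diaphorase, enzyme working solution; Times: reaction incubation of 16 min at room temperature; Measured by: fluorescence of resorufin formed from resazurin, Ex 544/Em 590 nm; Benchmarks: positive control minus NADH, DMSO neutral control.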
# TNAP inh hiacc – TNAP (human) inhibition, high acceptor; P05186; purified TNAP, CDP-star luminescence, 1 M DEA; inhibition, % at 20 µM; actives 0.03% (n = 200,000); AID 1135;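 active means over 50% inhibition of tissue-nonspecific alkaline phosphatase at 20 µM in the single-dose screen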;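 further: plate controls were DMSO wells for no effect and EDTA-quenched wells as full inhibition for full effect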
# PMI activator – activators of human phosphomannose isomerase. P34949. purified human PMI, coupled resazurin fluorescence, 20 min; hits give high values; 1 = vehicle control, 0 substrate-free wells. activation factor at 20 µM. actives 0.005% (n = 190,000). AID 1214;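 active means activation factor of 2 or more at 20 µM, relative to plate controls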
# Target sequence (P34949 whole entry, looked up): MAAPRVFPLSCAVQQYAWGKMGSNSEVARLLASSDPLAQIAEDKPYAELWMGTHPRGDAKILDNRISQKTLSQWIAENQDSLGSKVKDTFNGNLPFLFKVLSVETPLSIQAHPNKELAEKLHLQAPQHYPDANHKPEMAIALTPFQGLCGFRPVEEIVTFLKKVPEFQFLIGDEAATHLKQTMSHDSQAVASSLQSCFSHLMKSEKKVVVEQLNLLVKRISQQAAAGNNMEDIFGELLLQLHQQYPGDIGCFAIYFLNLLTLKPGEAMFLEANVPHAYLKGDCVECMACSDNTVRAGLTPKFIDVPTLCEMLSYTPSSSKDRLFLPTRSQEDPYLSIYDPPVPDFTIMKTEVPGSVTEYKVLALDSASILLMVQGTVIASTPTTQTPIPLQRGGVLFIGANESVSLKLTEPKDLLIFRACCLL
# bIAP activator – increases bovine intestinal alkaline phosphatase activity | actives 0.17% (n = 200,000) | purified bovine IAP, CDP-star luminescence, 30 min; hits give high values; fold of DMSO-control signal, blank-subtracted | activation factor at 20 µM;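 active means activation factor of 2 or more at 20 µM, a signal rise over negative controls twice the positive control's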
# PMI act hi M6P – increases human PMI activity with near-saturating mannose 6-phosphate; coupled PMI enzyme assay, resazurin fluorescence, 20 min; hits give high values; 1 = untreated enzyme, 0 = substrate-free blank; actives 0.34% (n = 190,000); activation factor at 20 µM; P34949;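 active means activation factor of 2 or more at 20 µM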
#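 Technique: Diaphorase-driven resazurin-to-resorufin fluorescence, excitation 544, emission 590 nm | Assay system: Human PMI in coupled enzyme assay | Times: Enzyme reaction with compound 20 min at room temperature | Medium: HEPES-buffered pH 7.4 with magnesium and detergent | Reagent: Mannose-6-phosphate 1.0 mM (near-saturating) plus 0.22 mM NADP+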
# * hit, by the source's call; / = no result given.
nr	Structure	L major viab	TNAP act hiacc	bIAP inhibitor	TNAP inh noacc	Diaphorase act	Diaph inh CS	TNAP inh hiacc	PMI activator	bIAP activator	PMI act hi M6P
1	COC(=O)c1ccc(CSC(=N)N)o1	-4	1	31	14	0.9	6	2	0.9	0.7	0.9
2	O=C(C1CCC(CNS(=O)(=O)c2cccc3nsnc23)CC1)N1CCN(c2ccccn2)CC1 (stereo unspecified)	1	1	-2	-6	0.9	12	0	1	1	1
3	CCOC(=O)C1=C(C)N=c2s/c(=C3/C(=O)Nc4ccccc43)c(=O)n2C1c1ccc(C)cc1 (stereo unspecified)	54*	0.9	-10	22	0.9	9	8	0.9	1.1	1
4	CCc1cccc(C)c1NC(=O)COC(=O)C(NS(=O)(=O)c1ccc(Cl)cc1)C(C)O (stereo unspecified)	0	1	12	-16	0.9	9	-1	1.1	0.9	1.1
5	CCN(CC)C(=O)CCCOc1ccc(Cl)cc1Cl	1	1.1	-3	-12	0.8	17	-8	0.9	1	1
6	Cc1ccc(C)c(N2CCN(CCCNC(=O)Cn3cccc3C(=O)c3ccccc3)CC2)c1	47	1	0	-8	1	3	-3	1.2	1	1.1
7	CCn1c(SCC(=O)Nc2oc(-c3ccccc3)c(-c3ccccc3)c2C#N)nnc1-c1ccncc1	-7	1	-7	-5	0.8	22	0	0.8	1.1	0.9
8	O=C(CN1CCCCC1CO)c1ccc(OC(F)F)cc1 (stereo unspecified)	-1	1	-6	-10	0.9	12	-5	1.2	1.1	1.1
9	CSc1ccc(CN(C)CC(=O)Nc2c(F)cccc2F)cc1	-6	1.1	-3	-13	0.8	24	-8	1.1	1	1.1
10	CCCCn1c(SCC(=O)Nc2nnc(CC)s2)nc2c1c(=O)n(C)c(=O)n2C	-11	1.1	2	-17	0.8	18	-8	1.1	1	0.9
11	CCCC(=O)N1N=C(c2ccccc2)CC1c1cn(C)c2ccccc12 (stereo unspecified)	11	1.1	3	-1	0.8	21	-6	0.8	1	0.9
12	CC(C)C(=O)Nc1nc2c(c(=O)[nH]1)CCCC2	-9	1	3	-10	0.9	10	0	1.1	1	1.1
13	CCCOc1ccc(N2C(=O)CC(N3CCC(c4nc5ccccc5o4)CC3)C2=O)cc1 (stereo unspecified)	7	1	-2	-20	1	4	-5	1	1	1
14	CC(C)C(=O)Nc1cccc(C(=O)Nc2cc([N+](=O)[O-])ccc2Cl)c1	17	1	-4	-7	1	4	-2	0.9	1	0.9
15	COCCN(C(=O)CC1C(=O)NCCN1CC(c1ccccc1)c1ccccc1)C(C)C (stereo unspecified)	-7	1	-4	-2	0.9	10	1	0.9	1	0.7
16	CCOc1ccc(N2C(=O)CC(N3CCN(C(=O)CN4CCCC4)CC3)C2=O)cc1 (stereo unspecified)	1	1.1	-6	-6	0.9	11	-6	1	1.1	1
17	N#Cc1nc(Cc2ccccc2)oc1NCc1ccccc1	0	1	10	-3	0.8	20	0	0.9	0.9	0.9
18	C=CCOc1ccccc1/C=c1\sc2nc(=O)c(C)nn2c1=O	100*	1	4	-7	0.9	10	2	1.1	1	1
19	Cc1ccc(S(=O)(=O)NCC(=O)OCC(=O)Nc2ccccc2OC(F)F)cc1	-6	1	16	-13	1	4	0	1	0.8	0.9
20	CCN(CC)C(=O)c1ccc(NS(=O)(=O)c2ccc(/C=C/C(=O)O)cc2)cc1	-4	1	1	-18	0.8	20	-4	1.1	1	1.1
21	O=C(c1ccccc1)c1c[nH]c(C(=O)NNc2cccc(Cl)n2)c1	8	1.1	-17	-62	1	3	-5	0.9	1.2	0.9
22	CCN(CC)S(=O)(=O)c1ccc(C(=O)NCc2ccc(C)cc2)cc1	3	1	16	-10	1	2	-3	1	0.8	1
23	CCCCc1ccc(/C=C2\C(=O)c3ccccc3C(O)=C2C(=O)OCC)cc1	12	1	/	10	0.6	43	3	1	0.4	1.2
24	CC1CCN(c2ccccc2NC(=S)NC(=O)c2ccc(-c3cccc([N+](=O)[O-])c3)o2)CC1	18	1	3	-10	0.8	16	-3	0.8	1	0.9
25	Cc1nc2ccc(S(=O)(=O)NCC(=O)O)cc2s1	-9	1	-9	-11	0.9	12	-3	1	1.1	1
26	O=C(OCC(=O)N1CCCCC1)c1c[nH]c(=O)[nH]c1=O	-7	1.1	19	-15	0.9	12	-8	1	0.8	1
27	CCCCCc1nnc(NC(=O)OCCC)s1	-8	1.1	-3	8	1	-4	-6	1.1	1	1.1
28	Cc1cc(NC(=O)CSc2nc3c(sc4ccccc43)c(=O)n2CCCN2CCOCC2)n[nH]1	2	1	-17	-11	0.9	11	-4	0.9	1.2	0.9
29	CCCOc1ccc(/C=C/C(=O)O)cc1OC	-5	1	2	-4	0.8	15	-3	1	1	1
30	O=C(OCCN=C1NS(=O)(=O)c2ccccc21)C1CC(=O)N(c2ccc3ccccc3c2)C1 (stereo unspecified)	-5	1.1	-4	-8	1	1	-6	1	1	1
31	O=C(c1ccc2c(c1)[nH]c(=S)n1c3ccccc3nc21)N1CCN(c2cccc(Cl)c2)CC1	2	1	-22	-3	1	4	1	1	1.2	1
32	Cc1ccc(S(=O)(=O)N(C)c2c(C)ccc(S(=O)(=O)N3CCN(C)CC3)c2C)cc1	4	1	22	-12	0.9	10	-3	0.8	0.8	0.9
33	COc1ccccc1N=C1SC(C)CN1C(=O)C1CCC1 (stereo unspecified)	8	1.1	8	4	1.1	-9	-8	1.1	0.9	1.1
34	O=C(OCc1nnc(-c2ccccc2)o1)c1cccnc1Cl	-3	1	0	-10	0.9	10	0	1	1	1
35	CCOC(=O)C1CCN(C(=O)c2cccc(C(=O)N3CCC(C(=O)OCC)CC3)c2)CC1	-4	1	-5	-8	0.9	13	-1	1	1.1	1
36	Cc1c(NC(=S)Nc2ccccc2)c(=O)n(-c2ccccc2)n1C	0	1	-8	-13	0.9	6	5	0.9	1.1	1
37	CCCCC(=O)N=c1sc2cc([N+](=O)[O-])ccc2n1C	-10	1	-3	-6	1	-2	-3	1.2	1	0.9
38	Cc1ccc2oc(=O)c3cnn(CC(=O)N(Cc4ccco4)C4CCCCC4)c3c2c1	22	1	6	-6	0.5	49	-1	0.9	0.9	0.9
39	COc1cc(C(=O)NC2CC3CCCC(C2)N3CC(=O)Nc2ccccc2)cc(OC)c1OC (stereo unspecified)	14	1	0	-11	1	4	-4	0.9	1	1
40	Oc1ccc(Br)cc1-c1nc2cnccn2c1NC1CCCCC1	85*	1	36	-1	0.8	22	-1	0.9	0.6	0.9

# Sorted by formula weight (smallest number first): three of the compounds above.
nr	Structure	L major viab	TNAP act hiacc	bIAP inhibitor	TNAP inh noacc	Diaphorase act	Diaph inh CS	TNAP inh hiacc	PMI activator	bIAP activator	PMI act hi M6P
26	O=C(OCC(=O)N1CCCCC1)c1c[nH]c(=O)[nH]c1=O	-7	1.1	19	-15	0.9	12	-8	1	0.8	1
40	Oc1ccc(Br)cc1-c1nc2cnccn2c1NC1CCCCC1	85*	1	36	-1	0.8	22	-1	0.9	0.6	0.9
35	CCOC(=O)C1CCN(C(=O)c2cccc(C(=O)N3CCC(C(=O)OCC)CC3)c2)CC1	-4	1	-5	-8	0.9	13	-1	1	1.1	1

# (more compounds)
nr	Structure	L major viab	TNAP act hiacc	bIAP inhibitor	TNAP inh noacc	Diaphorase act	Diaph inh CS	TNAP inh hiacc	PMI activator	bIAP activator	PMI act hi M6P
41	COc1cnn(-c2ccccc2)c(=O)c1SCc1ccc(Cl)cc1Cl	23	1	20	-7	0.7	29	-3	1	0.8	1.1
42	Cc1cc(C)c(S(=O)(=O)N2CCOC2CNC(=O)C(=O)NCc2ccco2)c(C)c1 (stereo unspecified)	-4	1	36	-3	0.9	6	-4	1.1	0.6	1.1
43	CCCn1nnc(NC(=O)c2sc3ccccc3c2Cl)n1	13	1	7	-5	1	1	-2	0.9	0.9	0.9
44	CCN(CC)S(=O)(=O)c1ccc(NC(=S)NC(=O)C(C)C)cc1	72*	1	5	-9	0.8	19	-2	0.8	0.9	0.8
45	COc1ccc(S(=O)(=O)n2nc(OC(=O)C3CCCCC3)cc2N)cc1	1	1	7	-5	0.9	11	0	0.9	0.9	1
46	O=c1c2ccccc2nc(-c2ccccc2)n1Cc1ccco1	-5	1.1	4	-4	0.8	24	-10	1	1	1
47	COc1ccc2nc(N3C(=O)CC(C(C)c4ccccc4)C3=O)sc2c1 (stereo unspecified)	-8	0.9	4	-11	0.8	18	6	0.8	1	0.9
48	CCOc1ccc(CC(C(=O)NN)C(=O)NN)cc1CN(C)C	-6	1	-7	-9	1	-1	-3	1	1.1	1
49	CC(C)CN(CC(C)C)c1ccc(/C=N/n2cnnc2)cc1[N+](=O)[O-]	45	0.9	13	11	0.6	38	7	0.7	0.9	0.6
50	O=C(O)CCC(=O)N1CCN(c2cccc(Cl)c2)CC1	-5	1	-2	-10	1	-2	-4	1	1	1
51	O=C(O)CCNC(=O)c1ccc(NC(=O)Cc2ccc(Cl)cc2)cc1	-9	1	6	-11	1	2	0	1.1	0.9	1.1
52	COc1cc(CC(=O)Nc2cccc(C(F)(F)F)c2)cc(OC)c1OC	4	1	-3	-8	0.9	13	-4	0.9	1	0.9
53	Cc1ccc2nc(SC(C(=O)Nc3ccc(F)cc3)c3ccccc3)[nH]c2c1 (stereo unspecified)	11	1	6	-28	0.9	12	2	0.8	0.9	0.9
54	O=C(c1ccc(Br)o1)N1CCCc2ccccc21	2	1	8	-12	0.9	8	-4	1.1	0.9	1.1
55	CCOc1ccc(CCNC(=O)C(O)c2ccccc2)cc1 (stereo unspecified)	-9	1	1	-5	0.8	23	-2	0.9	1	0.9
56	COc1ccc(C(=O)NNC(=O)c2ccc(S(=O)(=O)N3CC(C)OC(C)C3)cc2)cc1 (stereo unspecified)	-2	1	-26	-9	1	2	3	1	1.3	1.1
57	Cc1nc2nc(Cc3ccccc3)[nH]n2c(=O)c1Cc1ccccc1	-6	1	3	2	0.9	12	0	0.9	1	1
58	O=c1[nH]c(CCC2CCCC2)nc2ccccc12	16	1	4	4	1	3	-2	0.9	1	1
59	C1CN(c2nc3nonc3nc2N2C[C@H]3CC[C@H]2C3)CCS1	3	1	-24	0	1	4	4	1.1	1.2	1.1
60	CCOC(=O)c1cc2c(=O)n3ccccc3nc2n(Cc2ccco2)c1=NC(=O)c1ccc(OC)cc1	47	1	-12	-8	0.7	35	-3	1.1	1.1	0.7
61	COc1ccc(C(=O)NNC(=S)NC(=O)C(C)(C)C)cc1	-4	1	-71	-134	1	-4	-2	1.1	1.7	1.2
62	O=C(NNC(=S)NCc1ccco1)c1ccc(S(=O)(=O)N2CCOCC2)cc1	-9	1.1	-38	-161	0.9	12	-6	1	1.4	1
63	c1ccc(OCCCc2nc(-c3ccccn3)no2)cc1	-5	1	-5	-10	0.9	10	-3	0.8	1.1	0.8
